Screening data from PubChem BioAssay.
FXN GAA850 act = activators of GAA850 frataxin (FXN) promoter; HEK293 lucGAA850 FXN promoter luciferase reporter, 24 h; percent of 10 µM SAHA response; activation, % at 6 µM; 0.56% of 360,000 active;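 active = activation above the average of all compounds screened plus 3 SD, cutoff fixed separately per campaign, cut at about 7.5% in these data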;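 also: 0% = DMSO wells and 100% = 10 µM SAHA wells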
sPLA2-III inh = Inhibits HGIII-sPLA2 liposome hydrolysis, primary screen | Q9NZ20 | QFRET BODIPY PC-A2 liposome hydrolysis, fluorescence | inhibition, % at 12.2 µM | 0.56% of 370,000 active | AID 743126;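 active = inhibition above mean plus 3 SD of compounds lying within the high and low control bounds, cut at about 19% in these data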;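 also: 0% = median of test compound wells and 100% = no enzyme DMSO wells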
NPR1 activator = GC-A (human) enzyme activation | HEK293 GC-A cells, cGMP TR-FRET, EC30 ANP; 0% at EC30 ANP, 100% saturating ANP | activation, % at 10 µM | 0.14% of 370,000 active | AID 1671463; in the data active = activation above about 40%
Tn6 DDE FP = disrupts Tn6 cyclic peptide binding to fibrin D-Dimer-E complex | AID 720509 | inhibition, % at 8.3 µM | Fibrin DD(E) TRITC-Tn6 fluorescence polarization displacement | 0.21% of 370,000 active | P02675;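 active = inhibition above a per-campaign cutoff: mean of compounds within control limits plus 3 SD, cut at about 15% in these data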;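 also: 0% = median of all compound wells on the plate and 100% = blocking peptide control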
ASAP1 inh = inhibitors of human ASAP1 ArfGAP activity. ASAP1-stimulated ARF1 GTP hydrolysis, GDP FP detection. 0.19% of 360,000 active. Q9ULH1. inhibition, % at 16.5 µM; in the data active = inhibition above about 25%;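 also: 0% = vehicle with enzyme and substrate and 100% = no enzyme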
Target sequence (Q9ULH1 325-724 limits assumed): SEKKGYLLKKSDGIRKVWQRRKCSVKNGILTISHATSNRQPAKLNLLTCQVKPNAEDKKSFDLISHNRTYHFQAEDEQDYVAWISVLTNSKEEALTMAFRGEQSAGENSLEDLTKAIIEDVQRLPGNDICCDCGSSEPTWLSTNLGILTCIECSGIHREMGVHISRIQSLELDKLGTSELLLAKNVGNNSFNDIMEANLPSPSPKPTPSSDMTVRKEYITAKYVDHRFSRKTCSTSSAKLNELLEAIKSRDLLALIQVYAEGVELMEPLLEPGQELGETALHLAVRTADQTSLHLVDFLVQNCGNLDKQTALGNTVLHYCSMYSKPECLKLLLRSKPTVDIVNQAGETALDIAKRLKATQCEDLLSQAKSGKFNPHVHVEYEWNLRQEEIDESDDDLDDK
rCAG RNA binder = r(CAG) repeat RNA binding | TO-PRO-1 dye displacement fluorescence | 1.3% of 370,000 active | inhibition, % at 3 µM | AID 651821;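 active = inhibition above the plate cutoff, the mean of all test compounds on that plate plus 3 SD, cut at about 35% in these data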;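 also: 0% = DMSO alone and 100% = 100 µM mitoxantrone as full dye displacement; higher means more dye released from RNA so lower well fluorescence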
proKLK7 act = activates the human kallikrein-7 zymogen | P49862 | purified proKLK7, EDANS-DABCYL substrate fluorescence; 100% is mature enzyme control, 0% vehicle | activation, % at 7 µM | 0.9% of 370,000 active | AID 652039;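 active = activation above the mean of all tested compounds plus 3 SD, computed per campaign excluding outliers beyond control limits, cut at about 13% in these data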
Target sequence (P49862 whole entry, looked up): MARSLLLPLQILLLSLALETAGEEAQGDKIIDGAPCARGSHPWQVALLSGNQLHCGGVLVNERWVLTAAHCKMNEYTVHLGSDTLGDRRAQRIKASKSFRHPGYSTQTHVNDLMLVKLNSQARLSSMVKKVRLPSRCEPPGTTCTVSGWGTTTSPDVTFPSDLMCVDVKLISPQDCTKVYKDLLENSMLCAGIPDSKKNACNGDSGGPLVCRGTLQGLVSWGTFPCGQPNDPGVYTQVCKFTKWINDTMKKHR
ARFGAP1 inh = inhibits rat ARF GTPase activating protein 1. Q62848. Arfgap1-stimulated ARF1 GTP hydrolysis, GDP FP detection. inhibition, % at 16.5 µM. 0.26% of 360,000 active;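 active = inhibition above a per-plate limit, mean inhibition of low control wells plus 3 SD, cut at about 25% in these data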;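 also: 0% = DMSO wells with enzyme and 100% = wells lacking Arfgap1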
Target sequence (Q62848 1-136 limits assumed): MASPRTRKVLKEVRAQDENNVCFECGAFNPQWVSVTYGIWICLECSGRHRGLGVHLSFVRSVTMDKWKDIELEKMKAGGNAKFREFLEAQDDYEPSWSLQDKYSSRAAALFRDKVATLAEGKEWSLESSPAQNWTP
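Material: rat Arfgap1 GAP domain (His6, aa 1-136), purified enzyme. Also added: human ARF1(Δ1-17)-GTP substrate. Compound dosing: 16.5 µM single point, 1.26% DMSO. Timing: enzyme reaction 120 min at 25 °C after 20 min preincubation. Signal: GDP detection by fluorescence polarization. Read-out basis: percent inhibition of GAP-stimulated GDP formation, scaled between DMSO and no-Arfgap1 medians.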
NPR2 activator = GC-B (human) receptor activation. HEK293-GC-B cells, CNP EC30, cGMP TR-FRET; 0% at EC30 CNP, 100% saturating CNP. activation, % at 10 µM. 0.11% of 370,000 active. AID 1920062;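 active = activation at 10 µM reaching about 35% in either raw or pattern-adjusted values, limit read from the data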
ADAM10 inh = ADAM10 inhibition, QFRET primary screen; O14672; recombinant ADAM10, EDANS/DABCYL FRET peptide cleavage, 3 h; inhibition, % at 7 µM; 0.62% of 370,000 active; AID 720582;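 active = inhibition above a per-campaign cutoff equal to the mean of compounds falling between control-based bounds plus 3 SD, cut at about 20% in these data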;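 also: 0% = DMSO wells while the 100% control is not disclosed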
* = called active by the depositor; . = not tested or not shown.

| structure | FXN GAA850 act | sPLA2-III inh | NPR1 activator | Tn6 DDE FP | ASAP1 inh | rCAG RNA binder | proKLK7 act | ARFGAP1 inh | NPR2 activator | ADAM10 inh |
| --- | --- | --- | --- | --- | --- | --- | --- | --- | --- | --- |
| COc1ccc(/C=C/C(=O)OCC(=O)NC2CCCCC2C)c(OC)c1 (stereo not given) | 3.0 | 0 | 2 | -1 | 8 | 0 | 0.6 | 16 | -2 | -13 |
| COC(=O)c1cc(CNC(=O)c2sccc2-c2ccccc2)ccc1OC | -0.9 | 7 | 3 | 5 | -8 | -7 | 0.1 | 13 | 1 | -15 |
| O=C(NCC1CCCN1S(=O)(=O)c1cccs1)c1cccc(F)c1 (stereo not given) | -2.0 | 3 | 3 | 2 | -8 | 4 | 0.4 | 5 | 0 | 3 |
| COc1ccc(-n2c(C)cc(SC)c(C(C)=O)c2=S)cc1 | 3.0 | 4 | -2 | 2 | -17 | -3 | -0.1 | 9 | 0 | -6 |
| CCCNC(=O)c1ccc(OC)cc1OC | 0.8 | 3 | 1 | 3 | -3 | 5 | 0.2 | 1 | -1 | 0 |
| CC(C)CSc1nc2ccccc2n1CC(=O)O | 2.2 | 3 | -1 | 0 | 0 | -1 | 0.2 | -10 | 0 | 9 |
| Cc1ccc(-c2c(C)sc(NC(=O)C3C4CCC(O4)C3C(=O)O)c2C(=O)OC(C)C)cc1 (stereo not given) | 2.1 | 1 | -2 | -6 | 0 | 19 | 0.3 | -8 | 4 | -8 |
| COc1ccc(C(CCNCc2ccccc2)c2ccc(F)cc2)cc1 (stereo not given) | -3.7 | 2 | -24 | 4 | -18 | 4 | 0.6 | -7 | -18 | 1 |
| CCc1nc2c(OCC(=O)C(C)(C)C)cccn2c1N(C)C(=O)COc1ccccc1 | 1.7 | 2 | -3 | 4 | 5 | 0 | 0.1 | -9 | 0 | -20 |
| CSCCC(NS(=O)(=O)c1ccccc1)C(=O)Nc1nccs1 (stereo not given) | 2.0 | -4 | 2 | 1 | -20 | 7 | 0.1 | 5 | -2 | 1 |
| O=[N+]([O-])c1ccc(-c2c(-c3ccccc3)ncc3cc(F)ccc23)cc1 | 4.2 | 2 | -2 | -4 | -5 | -1 | -0.7 | -2 | 4 | 1 |
| O=C(c1ccncc1)N(Cc1ccco1)Cc1cc2ccccc2[nH]c1=O | -0.3 | 2 | 0 | -3 | 5 | -1 | -0.8 | -2 | 3 | -53 |
| O=C(N/N=C/c1cnc(N2CCCCC2)s1)c1ccc(C(F)(F)F)cc1 | -2.0 | 4 | 0 | 0 | 21 | -2 | 1.2 | 13 | 2 | -4 |
| Nc1cc(=O)nc(SCc2ccccc2)n1Cc1ccco1 | 0.5 | 2 | -3 | 3 | -22 | 1 | -0.3 | 4 | -5 | -3 |
| O=C(Nc1cccc(Cl)c1)c1ccc(NCCCN2CCOCC2)c([N+](=O)[O-])c1 | -0.5 | -12 | 3 | -7 | -1 | 6 | -0.8 | -5 | 5 | 11 |
| O=C([O-])c1ccccc1-[n+]1c(-c2ccccc2)cc(-c2ccccc2)cc1-c1ccccc1 | 1.5 | 7 | -2 | 1 | 9 | -2 | 0.1 | 3 | 6 | -34 |
| COc1ccc(-c2nnc(NC(=O)C3CCCO3)s2)cc1 (stereo not given) | 3.9 | 0 | -4 | 0 | -1 | 1 | 0.3 | -4 | -4 | -34 |
| O=C(NCc1ccccc1)C12CC3CC(CC(Cl)(C3)C1)C2 | 0.2 | -3 | 0 | 1 | -6 | -5 | -0.2 | 5 | -2 | -1 |
| O=C(NCc1cccnc1)c1ccc(Cn2c(=S)[nH]c3ccc(Br)cc3c2=O)cc1 | 4.0 | 3 | -2 | 2 | 12 | 2 | -0.1 | 9 | -3 | -7 |
| Cc1ccc2c(Cl)cc(Cl)c(OCC(=O)Nc3cc(S(=O)(=O)N(C)C)ccc3C)c2n1 | -0.3 | -11 | 2 | -3 | 8 | 7 | 0.3 | 10 | 5 | 3 |
| Clc1ccc(CSc2nnc(-c3c[nH]c4ccccc34)o2)cc1 | -0.2 | -4 | -3 | -1 | -4 | 8 | 0.8 | 6 | 0 | 2 |
| O=C(NN1C(=O)C2CC=C(Cl)CC2C1=O)c1ccncc1 (stereo not given) | 2.3 | 1 | 4 | -3 | -4 | 4 | 0.0 | 9 | 3 | 4 |
| Cc1cccc(CSc2ccc(S(=O)(=O)N3CCCC3)cn2)c1 | 0.0 | -3 | -1 | -6 | 1 | 3 | 0.5 | -17 | -2 | 1 |
| Cc1cc(N2CCOCC2)nc(N2CCOCC2)c1C#N | 2.1 | -6 | 4 | 0 | 0 | 0 | 0.3 | -1 | -2 | -8 |
| COCCNC(=O)c1ccccc1NC(=O)Nc1ccccc1 | -1.5 | 2 | -2 | 9 | 7 | -4 | 0.4 | -7 | 0 | -16 |
| Cc1cc(NC(=O)COC(=O)COc2ccc(C(=O)c3ccccc3)cc2)no1 | 2.3 | -4 | 64* | 6 | -1 | -4 | -0.1 | 0 | -1 | 3 |
| Cc1ccc(-c2nn(Cc3ccccc3)cc2/C=C/C(=O)O)cc1C | 0.5 | -11 | 0 | 3 | -3 | 19 | -0.1 | 0 | -5 | 4 |
| C=CCn1c(C)cc(-c2csc(NC(=O)C3=COCCO3)n2)c1C | 4.0 | -6 | 0 | -2 | 15 | 27 | -0.2 | -4 | -4 | -4 |
| O=C(C[C@H]1C[C@H](C(=O)N2CCCCC2)[C@@]2(CCc3ccccc3)c3[nH]c4ccc(Cl)cc4c3CCN2C1=O)NCCC1=CCCCC1 | 1.1 | 3 | -3 | 2 | 4 | 5 | -0.3 | 1 | 3 | 0 |
| NC(=O)c1c(NC(=O)c2ccccc2)sc2c1CCCC2 | 6.5 | -1 | -3 | 3 | 1 | 3 | 0.2 | 0 | -7 | 5 |
| C[C@@H](C(=O)Nc1ccc2ccccc2c1)[C@H]1C[C@]1(C)[C@H](NS(=O)(=O)c1ccc(-c2ccccc2)cc1)c1ccccc1 | . | -1 | -2 | -3 | 3 | 13 | -0.6 | 11 | 17 | 7 |
| S=c1[nH]nc(-c2c[nH]c3ccccc23)o1 | 1.4 | 18 | 0 | -10 | 12 | -2 | -1.0 | 5 | -4 | -94 |
| CCCCn1c(N)c(N(C)C(=O)c2c(C)nn(-c3ccccc3)c2C)c(=O)[nH]c1=O | 2.3 | 9 | 1 | -6 | -8 | 1 | -0.1 | -4 | 5 | -17 |
| COc1ccccc1N(C)S(=O)(=O)c1ccc(C(=O)NC2CCCCC2)cc1 | -0.5 | -7 | -2 | 4 | 8 | -4 | -0.2 | 4 | 8 | -3 |
| CCCC(=O)Nc1ccc(N2CCN(C(=O)c3ccccc3C)CC2)cc1 | -3.6 | 5 | -1 | -2 | -8 | -5 | 0.3 | 10 | -1 | -2 |
| Cc1nnc2n1N=CC=C(c1ccccc1)S2 | -3.1 | 1 | 4 | -7 | -4 | 1 | 0.2 | 5 | 0 | 1 |
| COCC(=O)N1C[C@H](C)[C@H](OC)CN(C)C(=O)c2cc(NC(=O)Nc3cccc(F)c3)ccc2OC[C@@H]1C | . | 1 | 1 | 7 | -10 | 5 | 0.2 | 5 | 4 | -10 |
| Cc1ccccc1/C=C/C(=O)N1CCOCC1 | 2.1 | 4 | -1 | 2 | 10 | -4 | -0.8 | 2 | 6 | -6 |
| N#C/C(=C\c1cn(CCOc2ccccc2)c2ccccc12)C(=O)NCC1CCCO1 (stereo not given) | -5.0 | -23 | -26 | -5 | 9 | 7 | -3.8 | 11 | -20 | 13 |
| FC(F)(F)Oc1ccccc1C(c1nnnn1Cc1ccccc1)N1CCN(C/C=C/c2ccccc2)CC1 (stereo not given) | . | -10 | -1 | -6 | -2 | 4 | -0.3 | -12 | -2 | 4 |
| CC(=O)Nc1ccc(C(=O)CN2CCN(c3ccccc3)CC2)cc1 | 1.4 | 1 | -3 | 5 | 17 | 10 | 0.8 | 5 | 4 | -9 |
| CCCNC(=S)NNC(=O)c1cc(C2CC2)nc2ccccc12 | 0.5 | 15 | 3 | 8 | -4 | 2 | 0.5 | 9 | 3 | -50 |
| NC(=O)CSc1nnc(Cc2cccs2)n1C1CCCCC1 | -2.9 | 5 | 4 | 9 | 2 | -3 | 0.3 | 9 | -5 | -7 |
| CCN(CC)S(=O)(=O)c1cccc(C(=O)OCC(=O)c2ccc3c(c2)OCCO3)c1 | -0.3 | 16 | -2 | 1 | 9 | 6 | -0.6 | 1 | 10 | -5 |
| O=c1c2ccccc2[nH]c(=S)n1Cc1cccs1 | 3.8 | 11 | 4 | 3 | 0 | 21 | 0.2 | 8 | 2 | 2 |
| Cc1ccc(F)cc1NC(=O)CN1CCN(Cc2ccccc2)CC1 | 1.1 | 1 | 0 | 4 | -8 | -5 | 0.2 | 16 | 7 | 4 |
| CCN(CC)c1ccc(NC(=O)CSc2n[nH]c(-c3ccco3)n2)cc1 | -3.6 | -6 | -4 | -5 | -5 | 7 | -0.1 | 0 | -2 | 4 |

9 compounds already listed, arranged by heavy-atom count, smallest number first.
| structure | FXN GAA850 act | sPLA2-III inh | NPR1 activator | Tn6 DDE FP | ASAP1 inh | rCAG RNA binder | proKLK7 act | ARFGAP1 inh | NPR2 activator | ADAM10 inh |
| --- | --- | --- | --- | --- | --- | --- | --- | --- | --- | --- |
| S=c1[nH]nc(-c2c[nH]c3ccccc23)o1 | 1.4 | 18 | 0 | -10 | 12 | -2 | -1.0 | 5 | -4 | -94 |
| Cc1nnc2n1N=CC=C(c1ccccc1)S2 | -3.1 | 1 | 4 | -7 | -4 | 1 | 0.2 | 5 | 0 | 1 |
| CCCNC(=S)NNC(=O)c1cc(C2CC2)nc2ccccc12 | 0.5 | 15 | 3 | 8 | -4 | 2 | 0.5 | 9 | 3 | -50 |
| C=CCn1c(C)cc(-c2csc(NC(=O)C3=COCCO3)n2)c1C | 4.0 | -6 | 0 | -2 | 15 | 27 | -0.2 | -4 | -4 | -4 |
| COc1ccccc1N(C)S(=O)(=O)c1ccc(C(=O)NC2CCCCC2)cc1 | -0.5 | -7 | -2 | 4 | 8 | -4 | -0.2 | 4 | 8 | -3 |
| CCCCn1c(N)c(N(C)C(=O)c2c(C)nn(-c3ccccc3)c2C)c(=O)[nH]c1=O | 2.3 | 9 | 1 | -6 | -8 | 1 | -0.1 | -4 | 5 | -17 |
| N#C/C(=C\c1cn(CCOc2ccccc2)c2ccccc12)C(=O)NCC1CCCO1 (stereo not given) | -5.0 | -23 | -26 | -5 | 9 | 7 | -3.8 | 11 | -20 | 13 |
| C[C@@H](C(=O)Nc1ccc2ccccc2c1)[C@H]1C[C@]1(C)[C@H](NS(=O)(=O)c1ccc(-c2ccccc2)cc1)c1ccccc1 | . | -1 | -2 | -3 | 3 | 13 | -0.6 | 11 | 17 | 7 |
| O=C(C[C@H]1C[C@H](C(=O)N2CCCCC2)[C@@]2(CCc3ccccc3)c3[nH]c4ccc(Cl)cc4c3CCN2C1=O)NCCC1=CCCCC1 | 1.1 | 3 | -3 | 2 | 4 | 5 | -0.3 | 1 | 3 | 0 |

Random draw from the library. Share with any hit: about 4.5%.
